IDH1 R132H inh: inhibitors of IDH1 R132H reductase, primary screen, biochemical, plate reader, single point; diaphorase/resazurin fluorescence, 60 min; 0.18% of 70,000 active; inhibition, % at 10 µM; in the data active = inhibition above about 34%;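 also: 0% = DMSO and 100% = no enzyme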
EZH2 inh: EZH2/PRC2 methyltransferase inhibitors, primary screen, biochemical, DELFIA time-resolved fluorescence, single point; inhibition, % at 12.5 µM; PRC2 H3K27 methylation, DELFIA TRF, 1 h; 0.35% of 57,000 active; Histone-lysine N-methyltransferase EZH2 (Homo sapiens), Q15910; AID 651548, 2012;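 active = mean inhibition of replicates at least 50% and every single replicate also reaching 50%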;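 also: dimethyl H3K27 on biotinylated H3 21-44 peptide detected by antibody; plate controls were median neutral control wells for no effect and median positive control wells for full effect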
Target sequence (Q15910 whole entry, looked up): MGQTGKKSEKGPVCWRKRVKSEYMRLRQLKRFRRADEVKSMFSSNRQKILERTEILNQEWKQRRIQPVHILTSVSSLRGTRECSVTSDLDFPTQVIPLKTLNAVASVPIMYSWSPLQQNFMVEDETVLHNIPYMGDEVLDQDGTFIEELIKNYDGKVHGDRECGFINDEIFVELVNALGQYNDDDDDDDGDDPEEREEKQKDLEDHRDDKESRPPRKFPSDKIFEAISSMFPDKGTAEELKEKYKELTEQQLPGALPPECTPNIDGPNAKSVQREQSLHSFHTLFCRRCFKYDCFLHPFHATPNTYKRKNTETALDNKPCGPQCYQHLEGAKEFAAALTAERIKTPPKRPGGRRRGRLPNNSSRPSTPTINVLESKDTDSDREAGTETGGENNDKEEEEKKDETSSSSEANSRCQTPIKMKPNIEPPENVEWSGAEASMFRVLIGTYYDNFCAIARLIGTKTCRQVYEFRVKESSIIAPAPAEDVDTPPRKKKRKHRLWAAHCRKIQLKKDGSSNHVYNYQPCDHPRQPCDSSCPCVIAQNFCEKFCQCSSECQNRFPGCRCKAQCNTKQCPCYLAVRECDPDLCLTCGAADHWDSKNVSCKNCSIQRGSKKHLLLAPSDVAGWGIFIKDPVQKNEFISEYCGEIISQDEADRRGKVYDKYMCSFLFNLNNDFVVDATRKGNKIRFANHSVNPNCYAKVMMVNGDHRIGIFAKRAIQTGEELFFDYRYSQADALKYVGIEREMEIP
* hit, by the source's call; · = no result given.

SMILES	IDH1 R132H inh	EZH2 inh
O=C(C[C@@H]1C[C@H]2c3cc(NC(=O)Nc4ccccc4F)ccc3O[C@H]2[C@@H](CO)O1)NC1CCCC1	0.0	23
CNC[C@@H]1Oc2ncc(-c3cc4ccccc4o3)cc2C(=O)N([C@H](C)CO)C[C@@H]1C	2.2	-18
Cc1ccc(S(=O)(=O)N[C@@H]2CC[C@@H](CCNS(=O)(=O)Cc3ccccc3)O[C@@H]2CO)cc1	-0.2	-2
Cc1noc(C)c1NC(=O)N[C@@H]1CC[C@@H](CC(=O)N2CCCCC2)O[C@@H]1CO	0.1	12
C[C@@H]1CN([C@H](C)CO)C(=O)c2cc(C#C[C@@H](C)O)cnc2O[C@H]1CN(C)Cc1ccc(-c2ccccc2)cc1	·	-19
COc1ccc(C2(CNC(=O)c3ccc(OC)c([N+](=O)[O-])c3)CCCC2)cc1OC	-0.1	·
C[C@@H](O)C#Cc1cnc2c(c1)C(=O)N([C@@H](C)CO)C[C@H](C)[C@@H](CN(C)CC1CCOCC1)O2	·	4
C[C@H](CO)N1C[C@H](C)[C@@H](CN(C)Cc2ccc(C(F)(F)F)cc2)Oc2c(NC(=O)NC3CCCCC3)cccc2C1=O	0.7	·
C[C@H]1CN([C@@H](C)CO)S(=O)(=O)c2ccc(C#Cc3ccc(F)cc3)cc2O[C@@H]1CN(C)S(C)(=O)=O	-2.2	-20
O=C(C[C@H]1C=C[C@@H](NC(=O)c2ccncc2)[C@@H](CO)O1)NCCc1ccncc1	0.2	-2
C[C@@H]1CN([C@H](C)CO)S(=O)(=O)c2ccc(/C=C/c3ccccc3)cc2O[C@H]1CN(C)C(=O)CN1CCOCC1	-2.1	-6
Cc1cc(=O)[nH]c(SCc2cn3c(C)cc(C)nc3n2)n1	-1.7	-10
Cc1ccc(-c2ccc3c(c2)O[C@H](CN(C)S(C)(=O)=O)[C@@H](C)CN([C@@H](C)CO)S3(=O)=O)cc1	3.8	2
O=C(C[C@H]1C[C@H]2c3cc(NC(=O)c4cccnc4)ccc3O[C@H]2[C@H](CO)O1)NCc1cc(F)ccc1F	-0.1	1
C[C@@H]1CCCCO[C@H](CN(C)Cc2ccncc2)[C@H](C)CN([C@@H](C)CO)C(=O)c2cc(NC(=O)C3CCCCC3)ccc2O1	·	-1
C[C@H]1CN([C@@H](C)CO)S(=O)(=O)c2ccc(C#Cc3ccccn3)cc2O[C@@H]1CN(C)Cc1ccccc1	0.0	·
C[C@H]1CN([C@@H](C)CO)S(=O)(=O)c2ccc(-c3ccc(C(=O)N(C)C)cc3)cc2O[C@@H]1CN(C)Cc1ccccc1C(=O)O	-0.5	-3
O=C1CCc2cc(OCc3ccc(Cl)cc3)ccc2O1	-1.1	16
COc1ccccc1S(=O)(=O)N(C)C[C@H]1OCc2cn(nn2)CCCC(=O)N([C@@H](C)CO)C[C@H]1C	-2.5	6
O=C(Nc1cccc(F)c1)N[C@@H]1CC[C@@H](CCNS(=O)(=O)c2cccc(Cl)c2)O[C@H]1CO	-0.7	-6
COc1cc(C2NC(=S)NC(c3ccccc3)=C2C(C)=O)cc(Cl)c1OCC(=O)O (stereo not drawn)	7.4	7
CC(C)NC(=O)N[C@H]1CC[C@@H](CCN)O[C@H]1CO	0.2	-1
C[C@H](CO)N1C[C@H](C)[C@@H](CN(C)C(=O)C2CCOCC2)Oc2ncc(/C=C/c3ccccc3)cc2C1=O	-0.2	·
CO[C@@H]1CN(C)C(=O)c2ccc(NC(=O)NC(C)C)cc2OC[C@@H](C)N(C)C[C@@H]1C	-0.1	-2
Cc1ccc(S(=O)(=O)N(C)C[C@@H]2OCCCC[C@@H](C)Oc3ccc(NC(=O)Cc4ccccc4)cc3C(=O)N([C@@H](C)CO)C[C@@H]2C)cc1	0.3	·
SMILES	IDH1 R132H inh	EZH2 inh
CO[C@@H](CN(C)Cc1cc(F)ccc1F)[C@H](C)CN(C(=O)Nc1ccc(F)cc1)[C@H](C)CO	-0.5	6
c1ccc(-c2nsc(NC3Cc4ccccc4C3)n2)cc1	0.4	27
CN(C)CCCN1C(=O)[C@@]2(Cc3ccccc31)c1ccccc1C(=O)N(Cc1ccccc1Cl)[C@H]2c1ccc(CO)cc1	-0.2	-16
Fc1ccc(-c2cn3cccc(OCc4ccc(Cl)c(Cl)c4)c3n2)cc1	0.4	27
C[C@@H]1CN([C@@H](C)CO)S(=O)(=O)c2ccc(/C=C/c3ccccc3)cc2O[C@H]1CN(C)C(=O)c1ccncc1	-2.7	-9
C[C@H](CO)N1C[C@H](C)[C@@H](CN(C)C(=O)NC2CCCCC2)Oc2c(NC(=O)c3cnccn3)cccc2C1=O	0.3	0
CCCC(=O)Nc1ccc2c(c1)OC[C@H](C)N(C(=O)CN(C)C)C[C@@H](C)[C@H](OC)CN(C)C2=O	-0.4	-2
COc1ccc(NC(=O)N[C@@H]2CC[C@H](CC(=O)NCc3ccccn3)O[C@@H]2CO)cc1	0.1	13
C[C@@H]1CCCCO[C@@H](CN(C)Cc2ccc(C(=O)Nc3ccccc3N)cc2)[C@@H](C)CN([C@H](C)CO)C(=O)c2cc(NC(=O)Nc3ccc(C(F)(F)F)cc3)ccc2O1	0.1	-51
CC(C)NC(=O)N(C)C[C@@H]1Oc2c(NC(=O)Nc3cccc4ccccc34)cccc2C(=O)N([C@@H](C)CO)C[C@H]1C	·	-8
C[C@H](CO)N1C[C@H](C)[C@H](CN(C)Cc2ccncc2)OCCCC[C@H](C)Oc2ccc(NC(=O)Nc3ccccc3)cc2C1=O	-2.1	-9
C[C@@H]1CN([C@@H](C)CO)C(=O)c2cccc(NC(=O)C3CCOCC3)c2O[C@@H]1CN(C)Cc1ccccc1	0.5	-3
C[C@H](O)C#Cc1cnc2c(c1)C(=O)N([C@@H](C)CO)C[C@H](C)[C@H](CN(C)C(=O)Nc1ccc(F)cc1)O2	-0.2	23
COc1cccc(S(=O)(=O)N[C@@H]2C=C[C@@H](CC(=O)NCc3ccc(Cl)cc3)O[C@@H]2CO)c1	-0.1	3
COCC#Cc1ccc2c(c1)O[C@H](CN(C)C(=O)C1CC1)[C@H](C)CN([C@H](C)CO)S2(=O)=O	·	-2
Cc1noc(C)c1NC(=O)N(C)C[C@@H]1Oc2ccc(NC(=O)Nc3cccc4ccccc34)cc2C(=O)N([C@@H](C)CO)C[C@H]1C	-21	·
COc1ccccc1C#Cc1cnc2c(c1)C(=O)N([C@@H](C)CO)C[C@H](C)[C@H](CN(C)C(=O)c1ccc3c(c1)OCO3)O2	-0.3	-15
C[C@H]1CN([C@@H](C)CO)C(=O)Cc2cc(NC(=O)CCN3CCOCC3)ccc2O[C@@H]1CN(C)C(=O)Nc1ccc(C(F)(F)F)cc1	0.3	·
C[C@H]1CN([C@@H](C)CO)S(=O)(=O)c2ccc(C#CC3CCCC3)cc2O[C@H]1CN(C)C(=O)Cc1ccccc1	-0.1	-1
CCCC#Cc1ccc2c(c1)O[C@H](CN(C)CCC)[C@H](C)CN([C@H](C)CO)S2(=O)=O	-0.2	·
Cc1noc(C)c1NC(=O)Nc1ccc2c(c1)C(=O)N([C@H](C)CO)C[C@H](C)[C@@H](CN(C)Cc1ccc(C(F)(F)F)cc1)OCCCC[C@H](C)O2	0.7	·
C[C@H](CO)N1C[C@H](C)[C@H](CN(C)C(=O)Nc2ccc3c(c2)OCO3)Oc2ccc(NC(=O)Cn3cnnn3)cc2CC1=O	-17	·
Cc1noc(C)c1NC(=O)N(C)C[C@H]1Oc2ccc(NS(=O)(=O)c3ccccc3)cc2CC(=O)N([C@@H](C)CO)C[C@H]1C	2.3	·
C[C@@H]1CN([C@H](C)CO)C(=O)c2cc(C3=CCCC3)cnc2O[C@H]1CN(C)C(=O)c1ccccc1	1.3	12
CO[C@@H](CN(C)C(=O)c1ccccc1F)[C@@H](C)CN([C@H](C)CO)S(=O)(=O)c1ccc(C)cc1	-0.4	-6

Reformatted in CSV form: 14 of the compounds above
Structure,IDH1 R132H inh,EZH2 inh
O=C(Nc1cccc(F)c1)N[C@@H]1CC[C@@H](CCNS(=O)(=O)c2cccc(Cl)c2)O[C@H]1CO,-0.7,-6
COc1cc(C2NC(=S)NC(c3ccccc3)=C2C(C)=O)cc(Cl)c1OCC(=O)O (stereo not drawn),7.4,7
CC(C)NC(=O)N[C@H]1CC[C@@H](CCN)O[C@H]1CO,0.2,-1
C[C@H](CO)N1C[C@H](C)[C@@H](CN(C)C(=O)C2CCOCC2)Oc2ncc(/C=C/c3ccccc3)cc2C1=O,-0.2,·
CO[C@@H]1CN(C)C(=O)c2ccc(NC(=O)NC(C)C)cc2OC[C@@H](C)N(C)C[C@@H]1C,-0.1,-2
Cc1ccc(S(=O)(=O)N(C)C[C@@H]2OCCCC[C@@H](C)Oc3ccc(NC(=O)Cc4ccccc4)cc3C(=O)N([C@@H](C)CO)C[C@@H]2C)cc1,0.3,·
CO[C@@H](CN(C)Cc1cc(F)ccc1F)[C@H](C)CN(C(=O)Nc1ccc(F)cc1)[C@H](C)CO,-0.5,6
c1ccc(-c2nsc(NC3Cc4ccccc4C3)n2)cc1,0.4,27
CN(C)CCCN1C(=O)[C@@]2(Cc3ccccc31)c1ccccc1C(=O)N(Cc1ccccc1Cl)[C@H]2c1ccc(CO)cc1,-0.2,-16
Fc1ccc(-c2cn3cccc(OCc4ccc(Cl)c(Cl)c4)c3n2)cc1,0.4,27
C[C@@H]1CN([C@@H](C)CO)S(=O)(=O)c2ccc(/C=C/c3ccccc3)cc2O[C@H]1CN(C)C(=O)c1ccncc1,-2.7,-9
C[C@H](CO)N1C[C@H](C)[C@@H](CN(C)C(=O)NC2CCCCC2)Oc2c(NC(=O)c3cnccn3)cccc2C1=O,0.3,0
CCCC(=O)Nc1ccc2c(c1)OC[C@H](C)N(C(=O)CN(C)C)C[C@@H](C)[C@H](OC)CN(C)C2=O,-0.4,-2
COc1ccc(NC(=O)N[C@@H]2CC[C@H](CC(=O)NCc3ccccn3)O[C@@H]2CO)cc1,0.1,13

New compounds follow
SMILES	IDH1 R132H inh	EZH2 inh
CC(NS(=O)(=O)c1ccc(Cl)cc1)C(=O)Nc1ccccc1C(F)(F)F (stereo not drawn)	0.7	-12
O=S(=O)(c1cccc(NC(=S)NCc2ccco2)c1)N1CCOCC1	1.0	-5
C[C@@H]1CN([C@H](C)CO)S(=O)(=O)c2ccc(C3=CCCC3)cc2O[C@H]1CN(C)C(=O)c1cnccn1	5.3	4
C[C@@H]1CN([C@H](C)CO)C(=O)c2cc(N(C)C)ccc2O[C@@H](C)CCCCO[C@@H]1CN(C)C(=O)c1ccncc1	-3.3	9
Cc1ccc(S(=O)(=O)NCC[C@@H]2CC[C@H](NC(=O)c3cnccn3)[C@@H](CO)O2)cc1	0.3	8
COc1ccc2c(c1)c(=O)oc1cc(OCC(=O)Nc3cc(C)cc(C)c3)ccc12	-0.3	-3
C[C@@H]1CN([C@H](C)CO)C(=O)c2cc(/C=C/c3ccccc3)cnc2O[C@@H]1CN(C)Cc1ccccc1	0.0	-3
COc1ccc(NC(=O)Nc2ccc3c(c2)C(=O)N([C@H](C)CO)C[C@H](C)[C@@H](CN(C)S(=O)(=O)c2ccc(F)cc2)OCCCC[C@H](C)O3)cc1	0.6	·
C[C@H](CO)N1C[C@H](C)[C@H](CN(C)C(=O)Nc2ccc(C(F)(F)F)cc2)Oc2c(NC(=O)Nc3cccc4ccccc34)cccc2C1=O	0.5	·
C[C@@H]1CN([C@@H](C)CO)C(=O)CCCn2cc(nn2)CO[C@@H]1CN(C)Cc1ccc2c(c1)OCCO2	·	5
O=C(Cn1cnc([N+](=O)[O-])n1)Nc1ccc(Cl)cc1C(F)(F)F	-0.1	6
COc1cc(O)c(C(=O)c2c(O)cc(C)cc2O)c(C(=O)O)c1	12	1
CC(C)NC(=O)Nc1ccc2c(c1)C(=O)N([C@H](C)CO)C[C@@H](C)[C@@H](CN(C)S(=O)(=O)c1cccs1)OCCCC[C@H](C)O2	0.9	·
O=C(NCCNC(=O)c1ccco1)c1ccco1	0.2	4
C[C@H]1CN([C@@H](C)CO)C(=O)Cc2cc(NS(=O)(=O)c3ccccc3)ccc2O[C@@H]1CN(C)C(=O)Nc1ccc(C(F)(F)F)cc1	0.6	·
CCNC(=O)C[C@H]1CC[C@@H](NS(=O)(=O)c2ccc(C)cc2)[C@@H](CO)O1	0.4	8
CCCNC(=O)C[C@@H]1C[C@H]2c3cc(NC(=O)Nc4ccccc4)ccc3O[C@H]2[C@H](CO)O1	1.0	-2
CC(Oc1cccc(Cl)c1)C(=O)NCc1ccco1 (stereo not drawn)	-0.3	0
COc1ccc(CNC(=O)C[C@H]2C=C[C@H](NC(=O)CN(C)C)[C@H](CO)O2)cc1	0.3	-2
C[C@@H]1CN([C@@H](C)CO)C(=O)c2cc(/C=C/c3ccccc3)cnc2O[C@@H]1CN(C)C(=O)c1ccc(F)cc1	0.0	-18
CC(C)c1cn(CC[C@@H]2CC[C@@H](NC(=O)C3CCCC3)[C@H](CO)O2)nn1	0.1	2
C[C@H](CO)N1C[C@H](C)[C@H](CN(C)Cc2ccccc2)Oc2ncc(C3=CCCC3)cc2C1=O	0.0	3
CC(=O)c1cccc(NC(=S)N2CCN(CCN3C(=O)c4cccc5cccc(c45)C3=O)CC2)c1	0.2	16
CO[C@H]1CN(C)C(=O)c2ccc(NS(=O)(=O)c3ccccc3)cc2OC[C@@H](C)N(Cc2ccccn2)C[C@H]1C	0.3	11
Cc1ccc(S(=O)(=O)N(C)C[C@@H]2OCCCC[C@@H](C)Oc3ccc(NS(=O)(=O)c4cccs4)cc3C(=O)N([C@H](C)CO)C[C@H]2C)cc1	0.0	·
O=C(CSc1nc2ccccc2c(=O)[nH]1)Nc1ccc2ccccc2c1	0.1	15
CC(C)NC(=O)N[C@H]1CC[C@H](CC(=O)N2CCCCC2)O[C@@H]1CO	0.1	4
CCCNC(=O)[C@H]1O[C@@H]1C(=O)N[C@H](C(=O)N1CCC[C@H]1C(=O)OC)C(C)CC (stereo partly drawn)	0.2	·

Screening results from PubChem.

Not all compounds are listed. The share of hits here may be higher or lower than overall.
